Screens as filed in PubChem BioAssay.
BLM helicase inh: blocks DNA unwinding by human BLM helicase; P54132; recombinant BLM DNA unwinding, fluorescence dequenching; Potency, µM (series often up to 56.1 µM), for inactives: at the top dose activity change, negative = inhibition, usual class: inhibitors; actives 0.2% (n = 350,000); AID 2528;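 also: plate controls were vehicle for no effect and no enzyme for full effect; nearly all actives have a fitted effect of over 35% in size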
POLH inh: DNA polymerase eta (human) inhibition. Potency, µM (highest dose often 114 µM), for inactives: at the highest dose activity change, negative = inhibition, most hits filed as inhibitors. recombinant Pol eta, fluorescent DNA replication assay. Q9Y253. AID 588591. actives 1.2% (n = 390,000); also: % is scaled to controls: 0 for no effect and ±100 for the full control effect
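Pol eta at 10 nM preincubated with compounds 15 min at room temperature; reaction started with fluorescent substrate (50 nM final) and read kinetically at 0 and 10 min.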
Pol kappa inh: blocks human DNA polymerase kappa activity; Potency, µM (top dose mostly 107 µM), without a hit: top-dose activity, negative = inhibition, hits mostly inhibitors; actives 0.53% (n = 400,000); purified Pol kappa, fluorescent DNA synthesis assay, 10 min; Q9UBT6; also: % is scaled to controls: 0 for no effect and ±100 for the full control effect
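First, compounds were pin-transferred onto 10 nM Pol kappa. After 15 min at room temperature, substrate was added to 50 nM final. Fluorescence was then measured kinetically at 0 and 10 min.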
G9a inh: G9a (human) methyltransferase inhibition | Q96KQ7 | G9a H3K9 monomethylation, AlphaScreen, 2 h | Potency, µM (doses to about 102 µM), without a hit: at the top dose activity, negative = inhibition, actives largely listed as inhibitors | actives 8.8% (n = 350,000) | AID 504332; also: % is scaled to controls: 0 for no effect and ±100 for the full control effect; nearly all actives have a fitted effect of over 75% in size
Target sequence (Q96KQ7 913-1193 limits assumed): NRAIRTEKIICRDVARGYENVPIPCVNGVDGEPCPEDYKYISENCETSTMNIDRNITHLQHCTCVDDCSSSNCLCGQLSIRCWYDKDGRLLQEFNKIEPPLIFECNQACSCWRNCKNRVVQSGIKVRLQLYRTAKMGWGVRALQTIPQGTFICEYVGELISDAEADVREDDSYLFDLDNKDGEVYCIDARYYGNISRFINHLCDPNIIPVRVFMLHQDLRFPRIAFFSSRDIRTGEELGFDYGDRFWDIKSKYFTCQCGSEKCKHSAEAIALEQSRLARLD
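Using a bead-based AlphaScreen, monomethylated H3K9 product from 2 h room-temperature reactions (G9a 20 nM, peptide 500 nM, SAM 20 uM) was detected with 0.5 ug/mL rabbit anti-H3K9me1 antibody.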
Apoferritin bind: binds horse apoferritin like a general anesthetic. P02791. actives 0.074% (n = 350,000). Potency, µM (titrated, usually from 77.5 µM), without a hit: at the top dose activity change, negative = displacement, usual class: inhibitors. apoferritin/1-aminoanthracene competitive binding, fluorescence; also: % is scaled to controls: 0 for no effect and ±100 for the full control effect; nearly all actives have a fitted effect of over 20% in size
Target sequence (P02791 2-175 limits assumed): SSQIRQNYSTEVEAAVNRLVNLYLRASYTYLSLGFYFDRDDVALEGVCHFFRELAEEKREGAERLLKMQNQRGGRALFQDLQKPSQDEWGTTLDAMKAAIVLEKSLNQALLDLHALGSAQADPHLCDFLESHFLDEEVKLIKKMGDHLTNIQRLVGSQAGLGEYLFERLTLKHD
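Concentration-response curves derived by four-parameter Hill fitting of normalized fluorescence, where compounds displaced 1-AMA from 10 uM horse apoferritin following a brief 10 min room-temperature incubation; propofol titration acted as positive control.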
POLB inh: inhibitors of human DNA polymerase beta; P06746; AID 485314; Potency, µM (series often up to 114 µM), inactives show at the highest dose activity change, negative = inhibition, most hits filed as inhibitors; actives 1.3% (n = 340,000); Pol beta primer extension/strand displacement, fluorescence kinetic; also: % is scaled to controls: 0 for no effect and ±100 for the full control effect
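Kinetic readout of DNA synthesis with strand displacement by Pol beta. Compound and 10 nM enzyme sit 15 min at room temperature; 50 nM substrate starts the reaction, read immediately and at 10 min.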
BAZ2B block: blocks human BAZ2B | AlphaScreen BAZ2B-H3K14Ac peptide displacement | Potency, µM (doses to about 114 µM), for the others: at the top dose activity change, negative = inhibition, hits mostly inhibitors | actives 4.4% (n = 360,000); also: % is scaled to controls: 0 for no effect and ±100 for the full control effect; nearly all actives have a fitted effect of over 60% in size
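Inhibition is scored as reduced AlphaScreen emission. The BAZ2B/b-H3(5-23)K14Ac complex (50 nM each) in PBS pH 7.4, 0.01% Tween-20 meets compound (up to 110 uM) for 30 min at RT before bead addition.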
Pol iota inh: inhibitors of human DNA polymerase iota. Pol iota fluorescent replication assay, 10 min. Potency, µM (highest dose often 115 µM), for inactives: at the top dose activity, negative = inhibition, most hits filed as inhibitors. actives 1% (n = 390,000)
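Fluorescent replication assay read twice, at 0 min and 10 min after adding 50 nM (final) substrate. Enzyme (10 nM) and compounds were first incubated 15 min at room temperature; enzyme-free buffer wells were negative controls.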
APEX1 inh: blocks human APE1 abasic DNA cleavage; P27695; Potency, µM (doses to about 65.8 µM), inactives show top-dose activity change, negative = inhibition, hits mostly inhibitors; actives 0.35% (n = 350,000); recombinant APE1, TAMRA/BHQ-2 abasic DNA cleavage fluorescence;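 also: plate controls were vehicle for no effect and reference inhibitor for full effect; nearly all actives have a fitted effect of over 55% in size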
Target sequence (P27695 whole entry, looked up): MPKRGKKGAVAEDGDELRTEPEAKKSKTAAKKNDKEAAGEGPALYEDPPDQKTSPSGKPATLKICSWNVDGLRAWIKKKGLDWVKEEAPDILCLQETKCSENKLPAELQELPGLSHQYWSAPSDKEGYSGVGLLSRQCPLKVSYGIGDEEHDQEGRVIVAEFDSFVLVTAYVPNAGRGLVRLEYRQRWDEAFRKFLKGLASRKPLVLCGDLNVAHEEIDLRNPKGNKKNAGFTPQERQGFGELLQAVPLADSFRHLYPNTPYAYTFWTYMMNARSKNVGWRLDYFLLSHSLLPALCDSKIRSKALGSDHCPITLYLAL
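Activity was derived from the fluorescence gain between first and third kinetic reads (60 s intervals, ex 525/em 598 nm) after 50 nM THF-abasic TAMRA/BHQ-2 duplex was added to 0.75 nM APE1 preincubated 15 min with compound.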
An asterisk follows results filed as active; u = inconclusive; x = no result given; & = joins results of further samples; [ ] = another dose, or the depositor's remark. Calls follow the shape of the dose curve; as a rule, active = well fitted curve in the direction sought with a large enough effect; inconclusive = small, poorly fitted or top-dose-only effect, or another doubt; inactive = no such curve, though single readings can be large; an effect the other way counts as inactive or inconclusive. Potency is read from the fitted curve at half-maximal effect. A portion of the library, so the mix of outcomes need not match the whole.

SMILES	BLM helicase inh	POLH inh	Pol kappa inh	G9a inh	Apoferritin bind	POLB inh	BAZ2B block	Pol iota inh	APEX1 inh
CN(C(=O)Cc1ccccc1)n1cnnc1	3%	12%	-7%	-10%[59 µM]	-6%	27%	-4%	-9%	0%
CCCCNC(=O)N1CCN(Cc2ccc(F)cc2)CC1	0%	17%	6%	14%	-5%	-1%	17%	10%	-1%
O=C(CCc1nnc(CCCCc2ccccc2)o1)N1CCCCC1CCO (configuration not stated)	-2%	6%	-1%	15%	-7%	-20%	-2%	21%	-4%
Cc1cc(C)nc(Nc2nc(-c3ccccc3)cs2)n1	-6%	-17%	0%	x	-3%	9%	-2%	42%[activator]	-3%
Cn1c(=O)c(Nc2ccc(Cl)cc2)c2c3c(cccc31)C(=O)c1ccccc1-2	-16%	-8%	-17%	22µM*	-10%	u	u	u	51%[activator]
CCCCCOC(=O)Cn1c(SCC(=O)Nc2ccccc2)nc2c1c(=O)[nH]c(=O)n2C	-6%	-12%	-14%	u	-8%	15%	0%	17%	-11%
Cc1cccc(C)c1NC(=O)COC(=O)c1ccccc1Nc1ccccc1	-3%	-4%	-11%	13%[59 µM]	-17%	-2%	1%	8%	-5%
Cc1ccccc1N(CC(=O)N/N=C/c1ccc(Cl)cc1)C(=O)c1ccccc1	-13%	-9%	-16%	-31%[59 µM]	-10%	-15%	-22%	7%	-1%
COc1ccc(NC(=O)CN(c2ccc(C)cc2)S(=O)(=O)c2c(C)nn(C)c2C)cc1	-1%	3%	-8%	x	-2%	34%	-7%	7%	-13%
O=C(OCCNC(=O)c1ccc2ccccc2n1)c1cccnc1	2%	-13%	-5%	4%	-15%	-1%	0%	u	-6%
CN1CCN(CC(=O)Nc2c(C(=O)c3ccccc3)oc3ccccc23)CC1	5%	-5%	-6%	-22%	6%	0%	-15%	22%	5%
COc1ccc(C(=O)CC(=O)C(=O)Nc2ccc(C)c(Cl)c2)cc1	-5%	-19%	5%	-7%	-7%	3%	-7%	-4%	5%
CCCn1c(-c2cccc([N+](=O)[O-])c2)nc2c1c(=O)[nH]c(=O)n2Cc1ccccc1	-13%	-11%	-12%	10%[59 µM]	-10%	2%	-36%	17%	2%
CCc1ccc(NC(=O)CCn2c(-c3ccc(OC)cc3)cc(C(C)=O)c2C)cc1	-7%	5%	-14%[60.1 µM]	u	-14%	13%	-27%	4%	x
COc1ccc(NC(=O)c2ccc3ncsc3c2)c2ccccc12	-6%	-8%	-24%	22%[12.7 µM]	-4%	3%	-5%	11%	-8%

Next section; the last two above are carried over.
SMILES	BLM helicase inh	POLH inh	Pol kappa inh	G9a inh	Apoferritin bind	POLB inh	BAZ2B block	Pol iota inh	APEX1 inh
CCc1ccc(NC(=O)CCn2c(-c3ccc(OC)cc3)cc(C(C)=O)c2C)cc1	-7%	5%	-14%[60.1 µM]	u	-14%	13%	-27%	4%	x
COc1ccc(NC(=O)c2ccc3ncsc3c2)c2ccccc12	-6%	-8%	-24%	22%[12.7 µM]	-4%	3%	-5%	11%	-8%
CCOC(=O)C(/C(C)=N/NC(=O)c1ccccc1[N+](=O)[O-])C(C)C (configuration not stated)	1%	-8%	7%	24%	-15%	0%	-3%	-7%	1%
CCN(CC(=O)Nc1ccc2c(c1)OCCO2)Cc1nc2cc(Cl)ccc2c(=O)[nH]1	x	-1%	-2%	24%[12.7 µM]	x	x	6%	10%	3%
COCCCC1CCN(C(=O)C2CCC(=O)N(CC3CCCCC3)C2)CC1 (configuration not stated)	-1%	-16%	-6%	-1%	-7%	14%	-10%	29%	22%
COc1ccc2c(c1)cc1c(=O)n(CC(=O)NC(C)C)nc(C)n12	-1%	1%	7%	6%[59 µM]	2%	2%	-1%	0%	x
Cn1cnnc1SCC(=O)NC1CC1	x	-16%	-3%	x	x	x	x	24%	16%
CCN(Cc1ccccc1)C(=O)c1ccc(C)c(S(=O)(=O)N2CCCCC2)c1	x	-25%	-12%	-5%[59 µM]	x	x	-4%	-10%	11%
CN1CCN(/N=C2/C(=O)Nc3ccc([N+](=O)[O-])cc32)CC1	2%	-23%	-6%	50µM*	-23%	9%	-18%	-5%	-7%
CSc1ccccc1C(=O)Nc1ccc2c(c1)OCCO2	0%	-3%	-5%	4%[59 µM]	-11%	1%	-17%	4%	3%
O=C(CN1C(=O)C(=O)c2ccccc21)NC1CCCCC1	-2%	-9%	-5%	12%[59 µM]	-2%	43%	6%	u	6%
O=C(N/N=C\C1CC=CCC1)c1ccc(Br)o1 (configuration not stated)	-5%	-14%	3%	11%	-5%	3%	-8%	37%[activator]	16%
CCc1cccc(NC(=O)c2ccc3c(c2)N(Cc2cccc(Cl)c2)C(=O)c2ccccc2S3=O)c1 (configuration not stated)	-4%	-17%	-12%[60.1 µM]	-29%[59 µM]	-10%	-4%	2%	17%	x
CCCN1C2CCCC1CC(NC(=O)c1ccccc1)C2 (configuration not stated)	-3%	11%	-12%	10%[12.7 µM]	-7%	-1%	-20%	22%	3%
CCOc1ccccc1-c1noc(CSc2nnc(-c3ccccc3)n2-c2cccc(C)c2)n1	-5%	-30%	-2%	-12%[59 µM]	-11%	0%	-18%	26%	x
O=C(NC1CCCCC1)[C@@H]1CSC2c3ccccc3C(=O)N21 (some centres not stated)	0%	-9%	19%	16%	-3%	43%	-18%	33%[activator]	38%[activator]
Cn1nc(CC(=O)Nc2ncc(Br)s2)c2ccccc2c1=O	-4%	-1%	1%	17%[59 µM]	3%	11%	3%	-17%	-3%
O=C(O)CSc1nccn1-c1cccc(Cl)c1	0%	-19%	-5%	u	-7%	7%	-1%	-18%	3%
O=[N+]([O-])c1cccc(-c2cc(C(F)(F)F)n3nc(-c4ccccc4)cc3n2)c1	-10%	-14%	-9%	x	6%	20%	-20%	-29%	-3%
Nc1n[nH]c(N)c1N=Nc1ccc(Cl)cc1	0%	-9%	-7%	-15%[59 µM]	u	-1%	45µM*	20%	0%
CN(CC(=O)NCCc1ccc(S(N)(=O)=O)cc1)S(=O)(=O)/C=C/c1ccccc1	1%	-13%	0%	-10%	-10%	31%	6%	20%	-10%
Cc1cc(C=O)c(C)n1-c1ccc(NC2CCCC2)c([N+](=O)[O-])c1	-10%	-19%	1%	-14%	-14%	-2%	-11%	36%[activator]	-1%
Oc1ccccc1C1CC(c2cccs2)=NC(c2ccc(Cl)cc2)N1 (configuration not stated)	-5%	0%	-2%	u	u	-1%	-26%	u	-4%
CC(=O)Nc1ccc(S(=O)(=O)Nc2ccccc2C(=O)N2CCOCC2)cc1	-2%	-8%	3%	11%	-2%	37%	5%	3%	-3%
COc1ccc2oc(C(=O)CCC(=O)O)c(N)c2c1	0%	-10%	7%	50µM*	-10%	5%	-9%	32%[activator]	0%
O=C(CSc1nccn1-c1ccccc1)NCc1ccc(F)cc1	-6%	-20%	-19%	-38%	-8%	1%	-21%	130%[activator]	1%
CC(C)CCn1cnc2c([nH]c3cccc(Cl)c32)c1=O	-3%	u	-4%	9%	-9%	13%	12%	7%	-1%
CC(C)C[C@H]1CN=C(Nc2ccccc2)N1CC(C)C	x	-10%	-7%	14%[2.33 µM]	x	x	-2%	u	-15%
Cc1ccc(NS(=O)(=O)c2c(C(=O)N3CCOCC3)c(C)n(C)c2C)cc1C	-2%	-7%	-8%	4%[59 µM]	-4%	-7%	-18%	37%[activator]	14%
CCCN(CCC)CCc1cccc2c1CC(=O)N2	-6%	0%[57.1 µM]	8%&1%[60.1 µM]	45%[activator][12.7 µM]	x	-11%[57.1 µM]	x	-10%[58.9 µM]	0%&6%
Cc1nccn1CC(=O)c1ccc(O)c(O)c1	x	4%	-17%	10%[0.501 µM]	x	x	56µM*	-19%	-6%
Cc1cc(C)n2nc(SCC(=O)NCc3ccco3)nc2n1	-5%	-13%	-3%	2%[59 µM]	-7%	1%	u	6%	0%
COc1ccc(C)cc1NS(=O)(=O)c1cccc2nonc12	0%	-23%	-16%	4%[59 µM]	-10%	13%	-5%	46%[activator]	4%

Structural class, the entries above with an aryl methoxy group (seven)
SMILES	BLM helicase inh	POLH inh	Pol kappa inh	G9a inh	Apoferritin bind	POLB inh	BAZ2B block	Pol iota inh	APEX1 inh
COc1ccc(NC(=O)CN(c2ccc(C)cc2)S(=O)(=O)c2c(C)nn(C)c2C)cc1	-1%	3%	-8%	x	-2%	34%	-7%	7%	-13%
COc1ccc(C(=O)CC(=O)C(=O)Nc2ccc(C)c(Cl)c2)cc1	-5%	-19%	5%	-7%	-7%	3%	-7%	-4%	5%
CCc1ccc(NC(=O)CCn2c(-c3ccc(OC)cc3)cc(C(C)=O)c2C)cc1	-7%	5%	-14%[60.1 µM]	u	-14%	13%	-27%	4%	x
COc1ccc(NC(=O)c2ccc3ncsc3c2)c2ccccc12	-6%	-8%	-24%	22%[12.7 µM]	-4%	3%	-5%	11%	-8%
COc1ccc2c(c1)cc1c(=O)n(CC(=O)NC(C)C)nc(C)n12	-1%	1%	7%	6%[59 µM]	2%	2%	-1%	0%	x
COc1ccc2oc(C(=O)CCC(=O)O)c(N)c2c1	0%	-10%	7%	50µM*	-10%	5%	-9%	32%[activator]	0%
COc1ccc(C)cc1NS(=O)(=O)c1cccc2nonc12	0%	-23%	-16%	4%[59 µM]	-10%	13%	-5%	46%[activator]	4%
